Anthrax LF prot = Bacillus anthracis LF protease inhibitors, primary screen, biochemical, multiplex microsphere, MLPCN library; Lethal factor (Bacillus anthracis), P15917; multiplex microsphere protease cleavage assay; inhibition, % at 10 µM; 0.12% of 360,000 active; in the data active = inhibition above about 30%; inconclusive = no clear call, values can overlap the other calls; note: plate controls were buffer without enzyme for full effect and enzyme alone for no effect
DUSP3 inh = VHR1 phosphatase inhibitors, primary screen, biochemical, absorbance, uHTS | inhibition, % at 13.3 µM | recombinant VHR phosphatase, pNPP absorbance | 0.52% of 290,000 active; in the data active = inhibition above about 50%; note: some compounds called inactive have numbers as strong as hits
Target sequence (P51452 whole entry, looked up): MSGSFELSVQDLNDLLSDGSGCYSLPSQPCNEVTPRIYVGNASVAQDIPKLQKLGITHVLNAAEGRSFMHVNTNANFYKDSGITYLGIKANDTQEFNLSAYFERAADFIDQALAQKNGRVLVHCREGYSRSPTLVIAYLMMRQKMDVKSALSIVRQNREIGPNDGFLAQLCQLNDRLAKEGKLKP
MazF activator = activators of E. coli MazEF toxin-antitoxin RNase, primary screen, biochemical, fluorescence, uHTS | Endoribonuclease toxin MazF (Escherichia coli (strain K12)), P0AE70 | FAM/BHQ RNA-DNA oligo cleavage fluorescence, 5 h | activation, % at 20 µM | 0.32% of 350,000 active | AID 504720, 2011; in the data active = activation above about 50%
Target sequence (P0AE70 whole entry, looked up): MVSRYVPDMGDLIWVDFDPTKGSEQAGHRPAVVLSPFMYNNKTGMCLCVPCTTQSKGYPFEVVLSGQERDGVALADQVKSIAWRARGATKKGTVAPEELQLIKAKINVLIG
BH1578 lux ind = inducers of Vibrio cholerae quorum light production without autoinducers, primary screen, BH1578 luxS cqsA deficient, single point. V. cholerae BH1578 lux reporter, luminescence, 6 h. activation, % at 18.7 µM. 0.16% of 350,000 active; in the data active = activation mostly above about 9.7%, no sharp cut-off; inconclusive = no clear call, values can overlap the other calls; inactive = mostly below about 3.7%; note: not every result past the cut was called active; inactives centre near 0; reference of the scale not given here
3CLpro inhibitor = SARS-CoV 3CLpro protease inhibitors, primary screen, biochemical, quenched FRET; recombinant SARS-CoV 3CLpro, quenched FRET peptide cleavage; AID 1706, 2009; Replicase polyprotein 1ab (Severe acute respiratory syndrome coronavirus), P0C6X7; inhibition, % at 6 µM; 0.14% of 290,000 active; in the data active = inhibition above about 12%
PfHsp40 yeast = rescue of yeast from PfHsp40 toxicity, primary screen, S. cerevisiae, ATP luminescence. S. cerevisiae expressing PfHsp40, growth rescue. 0.68% of 340,000 active. growth rescue, % at 12.5 µM; in the data active = growth rescue above about 28%, passing the limit was not always enough; inconclusive = no clear call, values can overlap the other calls;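 note: yeast W303a lacking pdr1 and pdr3 grown in galactose medium; growth measured after three days at 30 °C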
Yp Topo-I inh = Yersinia pestis topoisomerase I inhibitors, primary screen, biochemical, cleavage product accumulation, plate reader, single point; activity, % at 10 µM; DNA topoisomerase I (Yersinia pestis CO92); 0.064% of 360,000 active; Y. pestis Topo-I cleavage product accumulation; in the data active = activity above about 50%, passing the limit was not always enough; inconclusive = no clear call, values can overlap the other calls; note: inactives centre near 2
TcdB GH inh = TcdB glycohydrolase inhibitors, primary screen, biochemical, single point, plate reader. inhibition, % at 9.99 µM. Toxin B (Clostridioides difficile), P18177. TcdB glycohydrolase enzymatic assay. 0.24% of 350,000 active; in the data active = inhibition above about 10%
PriA SSB inh = inhibitors of Klebsiella pneumoniae PriA binding to SSB C-terminal tail, primary screen, biochemical, AlphaScreen. PriA–SSB C-terminal tail interaction (Klebsiella pneumoniae). AlphaScreen SSBct-PriA binding, biotinylated peptide. inhibition, % at 33 µM. 0.6% of 430,000 active; in the data active = inhibition mostly above about 37%, no sharp cut-off; inactive = mostly below about 20%;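 note: plate controls were negative control peptide for no effect and reference peptide for full effect; strong numbers were not always called active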
Rv3671c inh = Rv3671c serine protease inhibitors, primary screen, biochemical, fluorescence polarization, M. tuberculosis H37Rv | 0.048% of 320,000 active | AID 2606, 2010 | inhibition, % at 5.96 µM; in the data active = inhibition above about 38%;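 note: extracellular domain of Rv3671c used as enzyme; 0% = enzyme with DMSO and 100% = no enzyme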
Target sequence (P9WHR9 whole entry, looked up, the tested form may be a part): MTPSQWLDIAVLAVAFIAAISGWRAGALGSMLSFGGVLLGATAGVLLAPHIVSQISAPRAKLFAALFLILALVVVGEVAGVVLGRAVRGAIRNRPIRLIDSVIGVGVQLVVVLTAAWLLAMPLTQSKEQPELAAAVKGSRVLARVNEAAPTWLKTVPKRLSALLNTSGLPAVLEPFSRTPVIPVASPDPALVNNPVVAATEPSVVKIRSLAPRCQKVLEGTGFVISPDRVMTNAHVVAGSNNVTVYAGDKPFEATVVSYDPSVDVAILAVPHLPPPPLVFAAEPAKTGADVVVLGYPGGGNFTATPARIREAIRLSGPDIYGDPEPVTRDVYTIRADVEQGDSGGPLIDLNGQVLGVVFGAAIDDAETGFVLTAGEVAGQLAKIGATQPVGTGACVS
* marks the source's active call; other numbers are inactive results; i = inactive; ? = inconclusive; / = no result given. Some of the compounds tested, so the mix of outcomes need not match the whole.

Below each SMILES – Anthrax LF prot, DUSP3 inh, MazF activator, BH1578 lux ind, 3CLpro inhibitor, PfHsp40 yeast, Yp Topo-I inh, TcdB GH inh, PriA SSB inh, Rv3671c inh
> N=C(N=C(N)N)N1CCc2ccccc21
  -6, 38, 4, -0.3, 0, -0.1, 4, 1.2, -11, 2
> CC(O)(CS(=O)(=O)Cc1ccccc1)c1ccccc1Cl (stereo not drawn)
  17, 2, 1, 1.4, -1, 0.1, 4, 1.4, -13, -17
> CCc1cc(CNC(=O)CC2C(=O)NCCN2Cc2cccc(OC)c2)on1 (stereo not drawn)
  0, 22, -5, /, 1, 0.0, 3, 1.0, 3, 8
> CCCCC(C(=O)O)C(C)CC(=O)NNC(=O)c1ccco1 (stereo not drawn)
  0, 10, 1, -0.6, 1, 0.4, 3, 1.7, 5, 2
> CCS(=O)(=O)N1CCC(C(=O)Oc2ccccc2Cl)CC1
  13, 23, -5, i, -5, -0.4, 4, 0.2, -12, -6
> O=[N+]([O-])c1ccc2c(c1)oc1ccccc12
  -3, 38, 2, i, 4, -2.0, -6, /, -14, 4
> O=S(=O)(c1ccc2c(c1)nc1n2CCC1)N1CCOCC1
  -2, 13, 0, -0.3, -1, ?, -3, /, -21, 7
> Cc1ccc(NC(=O)c2ccccc2NC(=O)CCC(=O)O)cc1
  0, 1, 4, i, 3, 1.7, -9, /, -12, -5
> CCn1c(=N)n(CC(=O)OC)c2ccccc21
  2, 56*, -1, i, 0, -0.2, -2, /, -5, 5
> Cc1ccc(NC(=O)c2ncn(CC(=O)N[C@H](C)c3cccc4ccccc34)n2)cc1C
  2, /, -4, i, /, 1.1, 7, 1.3, 2, /
> C/C(=N\Nc1ccc(C#N)cc1[N+](=O)[O-])c1ccc(C)o1
  5, 25, 9, i, 4, /, -1, -2.4, /, -3
> O=C(C1=C(O)C(=O)N(CCN2CCOCC2)C1c1ccc(Br)cc1)c1cc2ccccc2o1 (stereo not drawn)
  1, -13, -4, -5.6, -2, -1.0, 36, 1.0, 10, 2
> O=c1cc(O)c(-c2cccc(Cl)c2)c(Cl)[nH]1
  1, 16, 4, i, 3, 19, -1, /, -6, 1
> COC(=O)c1c(C#N)c(N)nc2c1CCCC2
  -1, 24, 6, 0.6, 1, -0.1, 3, /, -25, 2
> CNC(=S)Nc1cc(C(F)(F)F)ccc1Cl
  -1, -6, -2, -0.3, 8, 3.4, 1, -3.0, 2, -2

The listing continues:
Below each SMILES – Anthrax LF prot, DUSP3 inh, MazF activator, BH1578 lux ind, 3CLpro inhibitor, PfHsp40 yeast, Yp Topo-I inh, TcdB GH inh, PriA SSB inh, Rv3671c inh
> Cn1c(=NC(=O)CSCC(=O)N2CCOCC2)sc2ccccc21
  -2, 29, -1, 0.8, 3, -0.5, 1, /, 0, 4
> CC(C)CCOCC(=O)Oc1ccccc1C(=O)O
  -1, 8, 3, -0.1, 0, 0.1, 0, /, -7, 3
> CCN1CCN(S(=O)(=O)c2ccc(C(=O)Nc3ccccc3)cc2)CC1
  -4, 1, 3, -0.1, -2, 0.6, 0, 2.0, 0, -2
> C[C@@H](NC(=O)c1ncn2c1c(=O)[nH]c1cccnc12)c1ccccc1
  -6, /, 0, -0.4, /, /, -2, 0.5, /, /
> COc1cccc(NC(=O)C2CC(=O)N(Cc3ccco3)C2)c1 (stereo not drawn)
  -2, /, 1, -5.0, /, -0.8, -1, 3.1, -4, -1
> NNc1nc(-c2ccccc2)cc(-c2ccccc2)n1
  -4, -4, -3, -0.3, 1, -1.4, 13, -0.2, 1, -18
> CCOc1ccc(Nc2nnc(Cc3ccc(OC)cc3)c(=O)[nH]2)cc1
  11, 18, 4, -0.2, -2, 0.0, 4, 1.8, -18, 1
> O=Cc1sc([O-])nc1-[n+]1ccc2ccccc2c1
  /, 29, -21, /, 1, /, /, /, -14, 9
> COc1ccc(NC(=O)CCCNC(=O)c2ccc(Cl)cc2)c(OC)c1
  -3, 0, 7, -0.4, -3, 0.0, 11, -0.7, -1, 16
> COc1ccccc1NC(=O)c1cnc2c(-c3ccccc3)c(C)nn2c1C
  0, -12, 6, -0.3, -3, 0.8, 19, 1.2, -35, -13
> O=S1(=O)CCN(Cc2ccc(Cl)c(C(F)(F)F)c2)CC1
  0, 1, 6, -0.3, 3, -2.2, -2, /, 10, 1
> COc1ccc(/C(N)=N/OC(=O)CSc2ccc(C)cc2)cc1
  -5, 22, -4, -0.3, -1, -0.1, 10, /, /, -3
> CC(=O)c1cccc(NC(=O)C2CC(=O)N(c3cccc(C)c3C)C2)c1 (stereo not drawn)
  -1, 30, 2, i, -4, -0.7, 7, /, -6, -4
> CC(C)Cn1c(CCCNC(=O)c2ccc(F)cc2)nc2ccccc21
  -1, 11, 5, i, -4, -0.1, 15, 0.2, 1, -9
> COc1ccc(CCNC(=O)CCOc2ccc(C)cc2)cc1OC
  -1, -14, 5, i, 0, 1.6, 6, 1.2, -19, 4

Another view of some results above:
| molecule | Anthrax LF prot | DUSP3 inh | MazF activator | BH1578 lux ind | 3CLpro inhibitor | PfHsp40 yeast | Yp Topo-I inh | TcdB GH inh | PriA SSB inh | Rv3671c inh |
| --- | --- | --- | --- | --- | --- | --- | --- | --- | --- | --- |
| COc1cccc(NC(=O)C2CC(=O)N(Cc3ccco3)C2)c1 (stereo not drawn) | -2 | / | 1 | -5.0 | / | -0.8 | -1 | 3.1 | -4 | -1 |
| NNc1nc(-c2ccccc2)cc(-c2ccccc2)n1 | -4 | -4 | -3 | -0.3 | 1 | -1.4 | 13 | -0.2 | 1 | -18 |
| CCOc1ccc(Nc2nnc(Cc3ccc(OC)cc3)c(=O)[nH]2)cc1 | 11 | 18 | 4 | -0.2 | -2 | 0.0 | 4 | 1.8 | -18 | 1 |
| O=Cc1sc([O-])nc1-[n+]1ccc2ccccc2c1 | / | 29 | -21 | / | 1 | / | / | / | -14 | 9 |
| COc1ccc(NC(=O)CCCNC(=O)c2ccc(Cl)cc2)c(OC)c1 | -3 | 0 | 7 | -0.4 | -3 | 0.0 | 11 | -0.7 | -1 | 16 |
| COc1ccccc1NC(=O)c1cnc2c(-c3ccccc3)c(C)nn2c1C | 0 | -12 | 6 | -0.3 | -3 | 0.8 | 19 | 1.2 | -35 | -13 |
| O=S1(=O)CCN(Cc2ccc(Cl)c(C(F)(F)F)c2)CC1 | 0 | 1 | 6 | -0.3 | 3 | -2.2 | -2 | / | 10 | 1 |
| COc1ccc(/C(N)=N/OC(=O)CSc2ccc(C)cc2)cc1 | -5 | 22 | -4 | -0.3 | -1 | -0.1 | 10 | / | / | -3 |
| CC(=O)c1cccc(NC(=O)C2CC(=O)N(c3cccc(C)c3C)C2)c1 (stereo not drawn) | -1 | 30 | 2 | i | -4 | -0.7 | 7 | / | -6 | -4 |
| CC(C)Cn1c(CCCNC(=O)c2ccc(F)cc2)nc2ccccc21 | -1 | 11 | 5 | i | -4 | -0.1 | 15 | 0.2 | 1 | -9 |
| COc1ccc(CCNC(=O)CCOc2ccc(C)cc2)cc1OC | -1 | -14 | 5 | i | 0 | 1.6 | 6 | 1.2 | -19 | 4 |

Later entries.
Below each SMILES – Anthrax LF prot, DUSP3 inh, MazF activator, BH1578 lux ind, 3CLpro inhibitor, PfHsp40 yeast, Yp Topo-I inh, TcdB GH inh, PriA SSB inh, Rv3671c inh
> Cn1ccnc1C(O)(c1ccccc1)c1nccn1C
  -3, 3, 11, -0.2, 5, -1.4, 0, -0.3, -1, 3
> Cc1ccc(CNC(=O)c2nnc(CS(=O)(=O)c3ccccc3)o2)cc1
  -2, 2, -6, -1.5, -1, -0.6, 3, 0.2, -1, -7
> CC(C)CCNC(=O)CSc1nc2ccccc2c(=O)[nH]1
  -4, -10, 7, i, 0, -0.3, 5, /, -3, -3
> COc1cccc(NC(=O)CC2C(=O)NCCN2C(=S)Nc2ccc(F)cc2)c1 (stereo not drawn)
  -1, 12, 5, -0.6, -4, 0.5, -7, 2.7, 6, 4
> CCC(CC)c1nnc(NC(=O)c2ccc(N3CCCCC3)c([N+](=O)[O-])c2)s1
  0, -12, 12, 1.3, 5, -1.6, -1, 0.0, 14, 5
> CCOc1ccccc1-c1nc(SCC(=O)O)n[nH]1
  -2, 4, 8, -0.6, -1, 0.2, 1, /, -9, 5
> Cc1c(OCC(=O)N(C)C)ccc2c3c(c(=O)oc12)CCCCC3
  -3, -8, 7, i, 2, -1.5, 8, 1.9, -3, -22
> C(=N\Nc1nc(-c2ccccc2)cs1)/c1cccs1
  -7, -2, 6, 0.0, -1, -0.8, -27, /, /, -10
> COc1ccc(O)c(C2=Nc3ccccc3N=C(c3ccco3)C2)c1
  0, -15, 20, -0.6, 5, -1.1, -4, /, 13, -28
> COc1ccc(Cc2noc(CN3CCNC(=O)CC3)n2)cc1OC
  -2, 9, 0, -0.4, 1, 1.8, 7, -0.2, -14, -1
> CC(NC(=O)C1CCCCC1)c1ccc2c(c1)OCCO2 (stereo not drawn)
  0, -4, 7, -0.1, 1, -1.1, 4, /, -4, 2
> CCn1c(C)c(C)c2cc(C(=O)Nc3cccc(Cl)c3)ccc21
  -5, 15, 18, i, 5, 6.8, -17, /, -4, -51
> CCOc1ccccc1NC(=O)COC(=O)c1cccc(-c2ccc(OC(C)=O)cc2)c1
  1, 8, -10, i, -3, 0.7, -6, -2.7, 8, -5
> O=C(CC1C(=O)NCCN1C(=O)c1ccc(F)cc1)OCc1ccccc1 (stereo not drawn)
  -4, 8, -2, i, -4, 0.9, 1, /, -1, -9
> Cc1ccc(S(=O)(=O)CCC(=O)NCc2ccccc2)cc1
  0, 0, 4, -4.2, -5, -1.0, -5, 0.8, -4, -3

New compounds follow.
Below each SMILES – Anthrax LF prot, DUSP3 inh, MazF activator, BH1578 lux ind, 3CLpro inhibitor, PfHsp40 yeast, Yp Topo-I inh, TcdB GH inh, PriA SSB inh, Rv3671c inh
> NC(=O)c1ccc(NC(=O)COC(=O)c2ccc(Cl)nc2)cc1
  0, /, 0, i, /, -0.8, 2, -0.6, -6, -6
> COc1ccc(CCNS(=O)(=O)c2cccs2)cc1
  4, 33, -1, -0.3, -1, 0.2, 1, /, -13, 3
> CC1CN(C(=S)SCCN2Cc3ccccc3C2=O)CC(C)O1 (stereo not drawn)
  0, -9, -7, i, 1, 0.6, 10, 0.2, -13, 5
> COc1ccc(CNC(=O)CN2CCC(C(=O)c3ccc(OC)cc3)CC2)cc1
  0, 4, -6, -9.7, 8, -0.8, 13, /, 11, 7
> O=C(c1ccccc1)c1ccc(C(=O)N2CCN(c3ccccc3O)CC2)cc1
  -1, /, -7, -0.6, /, /, 19, 0.8, /, /

Assay outcomes from PubChem.
